Bioassay records: PubChem, National Center for Advancing Translational Sciences (NCATS)
Mito fusion yeast: inhibitors of mitochondrial division or activators of mitochondrial fusion; S. cerevisiae fusion-defective mutant growth rescue, CellTiterGlo 48 h; Potency, µM (top dose mostly 46.1 µM), for inactives: at the highest dose growth rescue (activation), hits mostly activators; actives 0.23% (n = 320,000); AID 485298;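 further: potency means the concentration at half of the fitted maximal effect; % of control where 0% means no effect; nearly all actives have a fitted effect of over 45% in size; temperature-sensitive fusion mutants such as fzo1-1 at 37 °C on non-fermentable ethanol glycerol medium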
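Growth-rescue viability read-out: after 48 h at the non-permissive 37C in glycerol/ethanol YPEG, yeast mitochondrial fusion mutants are measured by CellTiterGlo luminescence; compounds (23 nl pinned per well) restoring growth score as division inhibitors or fusion activators.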
USP2a block: blocks human ubiquitin-specific protease USP2a | USP2 core, Ub-CHOP2 coupled fluorogenic reporter, 485/531 | Potency, µM (highest dose often 38.3 µM), for inactives: at the highest dose activity change, negative = inhibition, usual class: inhibitors | O75604 | actives 0.01% (n = 330,000) | AID 463254;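 further: potency means the concentration at half of the fitted maximal effect; plate controls were DMSO wells for no effect and full inhibition by NEM control for full effect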
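Cell-free coupled assay: 10nM USP2 core preincubated 30min RT with compound in Tris-HCl pH 8.0/CaCl2/CHAPS buffer, then 25nM Ub-CHOP2 and 25nM reporter substrate; fluorescence (Ex 485/Em 531) read after 60min RT, normalized to NEM inhibition, concentration-response curves fitted.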
A-T KAP1 phos: candidate therapy for ataxia-telangiectasia | […] A-T fibroblasts, KAP-1 phosphorylation AlphaLISA; neocarzinostatin DNA damage 30 min before lysis | Potency, µM (series often up to 57.5 µM), inactives show top-dose activation, hits mostly activators | actives 0.19% (n = 320,000) | AID 485349; further: potency means the concentration at half of the fitted maximal effect; % of control where 0% means no effect; nearly all actives have a fitted effect of over 45% in size
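ATM-like activity read as KAP-1 phosphorylation via AlphaLISA donor/acceptor antibody pairs after lysis and 6 hr at 25C. Cells were ATM-null patient fibroblasts ([…], hTERT), dosed 60 min, then exposed to the DSB inducer NCS for 30 min.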
hERG WT inh: blocks the wildtype human KCNH2 potassium channel; U2OS, BacMam KCNH2, thallium flux FluxOr; hits give low values; activity change, % at 1.84 µM; actives 0.37% (n = 340,000); AID 720551;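 active means maximum activity change below -70%; inconclusive means maximum activity change between -70% and -50%; inactive means maximum activity change above -50%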; further: on the % scale 0 is the no-effect control and ±100 the full control effect
Target sequence (Q12809 whole entry, looked up): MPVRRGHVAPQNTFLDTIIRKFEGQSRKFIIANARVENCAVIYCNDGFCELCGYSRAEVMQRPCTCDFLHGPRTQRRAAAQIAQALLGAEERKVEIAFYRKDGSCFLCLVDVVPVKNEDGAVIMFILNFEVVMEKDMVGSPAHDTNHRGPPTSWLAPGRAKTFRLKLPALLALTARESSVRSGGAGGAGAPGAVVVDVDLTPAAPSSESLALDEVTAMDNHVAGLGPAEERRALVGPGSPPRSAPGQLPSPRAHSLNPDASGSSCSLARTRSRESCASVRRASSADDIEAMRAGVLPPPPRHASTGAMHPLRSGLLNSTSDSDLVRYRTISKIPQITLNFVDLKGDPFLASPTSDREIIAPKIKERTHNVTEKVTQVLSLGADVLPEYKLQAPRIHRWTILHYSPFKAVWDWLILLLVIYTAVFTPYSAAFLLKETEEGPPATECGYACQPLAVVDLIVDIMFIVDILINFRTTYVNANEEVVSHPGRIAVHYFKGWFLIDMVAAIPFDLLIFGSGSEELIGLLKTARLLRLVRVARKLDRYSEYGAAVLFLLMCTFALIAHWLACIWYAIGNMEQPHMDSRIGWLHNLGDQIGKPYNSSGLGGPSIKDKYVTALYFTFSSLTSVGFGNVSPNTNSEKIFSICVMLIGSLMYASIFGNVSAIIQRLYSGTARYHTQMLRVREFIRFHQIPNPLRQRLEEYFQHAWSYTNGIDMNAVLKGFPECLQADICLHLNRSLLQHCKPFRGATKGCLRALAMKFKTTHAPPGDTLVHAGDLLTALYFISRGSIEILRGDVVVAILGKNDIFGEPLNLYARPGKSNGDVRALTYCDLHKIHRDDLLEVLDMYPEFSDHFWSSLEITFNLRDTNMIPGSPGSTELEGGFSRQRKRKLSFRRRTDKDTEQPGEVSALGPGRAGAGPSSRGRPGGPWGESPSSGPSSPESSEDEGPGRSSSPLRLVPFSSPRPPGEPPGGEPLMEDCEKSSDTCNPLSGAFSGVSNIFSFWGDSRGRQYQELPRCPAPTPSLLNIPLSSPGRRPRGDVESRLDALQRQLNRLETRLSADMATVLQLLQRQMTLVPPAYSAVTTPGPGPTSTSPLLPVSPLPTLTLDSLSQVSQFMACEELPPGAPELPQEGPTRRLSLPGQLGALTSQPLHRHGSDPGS
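U2OS cells were transduced with wild-type KCNH2 virus (2.03 x 10^8 / mL) for 4 h at room temperature, then cultured overnight at 37 C. Thallium flux was read with FluxOr dye. Rate constants were normalized to DMSO controls.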
ELG1 repair inh: ELG1-dependent DNA repair inhibition; actives 2.3% (n = 330,000); Potency, µM (top dose mostly 46.1 µM), inactives show at the highest dose activity change, negative = inhibition, hits mostly inhibitors; HEK293T ELG1-luciferase reporter, luminescence, 16 h; DNA damage induced by 5-fluorouridine; further: potency means the concentration at half of the fitted maximal effect; on the % scale 0 is the no-effect control and ±100 the full control effect; nearly all actives have a fitted effect of over 55% in size
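5-Fluorouridine DNA damage + compound/DMSO, 2,000 cells/well, 16 h, 37 °C/5% CO2. ONE-Glo, 30 min RT, luminescence. Readout = decrease in reporter signal.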
TRPV1 agonist: human TRPV1 agonism; Q8NER1; AID 540275; activation, % at 8.33 µM; TRPV1-expressing cells, Fluo-8 calcium influx, agonist mode; actives 0.19% (n = 320,000); in the data active means activation above about 80%; inconclusive means between about 30% and that limit; further: 0% is about no effect
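TRPV1-expressing cells were cultured overnight at 35.5C and loaded with Fluo-8 calcium dye for 40 to 90 min at room temperature. After a 10 s baseline, compound was added and calcium influx was read kinetically for 3 min (ex 480/em 520 nm).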
TCR activator: T cell receptor activation. AID 504894. primary human leukocytes, anti-CD3, IL-2 HTRF, 48 h. Potency, µM (highest dose often 9.22 µM), for inactives: at the highest dose activation of IL-2 secretion, usual class: activators. 330,000 tested, under 10 active; further: % of control where 0% means no effect
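IL-2 release read by HTRF sandwich (Eu cryptate donor, d2 acceptor, 665 nm emission) after 48 hr exposure of primary human leukocytes to compound together with anti-CD3 beads in the absence of co-stimulatory signals.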
KCNH2 3.1 inh: KCNH2 3.1 (human) potassium channel inhibition. U2OS KCNH2 3.1, thallium flux FluxOr; hits give low values. activity change, % (tested at about 1.8 µM). actives 0.95% (n = 340,000). AID 720553;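 active means maximum activity change below -70%; inconclusive means maximum activity change from -70% to -50%; inactive means maximum activity change above -50%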;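 further: thallium influx rate constant from kinetic fluorescence after stimulation buffer; on the % scale 0 is the no-effect control and ±100 the full control effect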
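FluxOr-based Tl+ influx in U2OS cells transduced with KCNH2 3.1 virus; rate constants normalized to DMSO controls.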
TSHR antagonist: antagonists of human thyroid stimulating hormone receptor | TSHR-expressing cells, TSH-stimulated cAMP HTRF, 2 h; hits give low values | activity change, negative = inhibition, % at 11.5 µM | actives 0.2% (n = 330,000) | AID 504810 | P16473;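 active means activity change below a set negative limit, meaning inhibition stronger than a set level, cut at about -70% in these data; inconclusive means activity change between two set negative limits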; further: on the % scale 0 is the no-effect control and ±100 the full control effect
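TSHR-expressing cells, 200/well, pre-treated with compound, then stimulated with EC80 TSH (4nM final) for 2 hours at 37 deg C. cAMP measured by competitive HTRF: anti-cAMP cryptate antibody in lysis buffer plus cAMP-d2, read after 30 minutes at room temperature.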
Eya2 phos inh: blocks the phosphatase activity of human Eya2 | O00167 | recombinant Eya2, OMFP fluorescence dephosphorylation (OMFP is methylfluorescein phosphate) | Potency, µM (top dose mostly 76.9 µM), for inactives: top-dose activity, negative = inhibition, usual class: inhibitors | actives 0.006% (n = 330,000); further: potency means the concentration at half of the fitted maximal effect; on the % scale 0 is the no-effect control and ±100 the full control effect
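Eya2 (0.2 uM) preincubated 10 min at ambient with compound, then OMFP substrate added at 50 uM; 10 min reaction in 50 mM HEPES pH 7.5, 50 mM NaCl, 5 uM MgCl2, 0.05% BSA, 1 mM DTT. Fluorescence read at Ex 485/Em 525 nm.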
* = called active by the depositor; ? = inconclusive; . = not tested or not shown; [ ] = another dose, or the depositor's remark. Unless noted, the call rests on the fitted dose curve; in most records, active means well fitted curve in the direction sought with a large enough effect; inconclusive means small, poorly fitted or top-dose-only effect, or another doubt; inactive means no such curve, though single readings can be large; an effect the other way counts as inactive or inconclusive. Some of the compounds tested. The share of hits here may be higher or lower than overall.

SMILES	Mito fusion yeast	USP2a block	A-T KAP1 phos	hERG WT inh	ELG1 repair inh	TRPV1 agonist	TCR activator	KCNH2 3.1 inh	TSHR antagonist	Eya2 phos inh
CCc1ccc(OC)c(S(=O)(=O)N2CCN(C(=O)c3ccco3)CC2)c1	1.5%	1.1%	6.0%	-4.8	-7.9%	-0.7	-39.5%	7.0	-4.2	-0.3%
CC(=O)c1c(C)[nH]c(C)c1C(C)=O	1.4%	2.9%	4.7%	0.5	-0.7%	0.7	-4.1%	-0.1	-3.6	41.3%[15.4 µM]
COc1ccc(C2=NS(=O)(=O)N(C)C(C(=O)N(C)Cc3ccccc3)=C2)cc1	3.0%	-1.1%	2.2%	10.1	-10.3%	5.1	0.4%	7.3	-11.6	3.7%
COc1ccc(/C=C/C(=O)N2CCN(c3ccccn3)CC2)c2ccccc12	-5.5%	1.5%	1.9%	8.2	-16.8%	?	-2.3%	8.6	-1.9	-0.1%
COc1ccc(Cl)cc1C(=O)Nc1ccc(OCC(=O)N2CCOCC2)cc1	-1.2%	-0.2%	11.0%	-8.1	0.0%	9.0	1.1%	5.6	9.1	5.6%
CC(C)NS(=O)(=O)c1ccc(NC(=O)c2cccnc2)cc1	-2.4%	0.1%	20.8%	-16.8	-4.5%	-3.2	-1.0%	6.2	16.7	-1.5%
CN(C)c1ccc(/C=N\NC(=O)c2csnn2)cc1	0.2%	-0.5%	12.5%	-17.1	?	.	-2.2%	0.1	10.2	4.5%
COc1cccc(NC(=O)Nc2nnc(-c3ccccc3SCc3ccccc3)s2)c1	0.4%	2.0%	1.8%	-2.9	?	0.5	10.9%	-0.8	-29.8	-9.9%
COC1=C(N)C(=O)c2nc(-c3nc(C(=O)O)c(C)c(-c4ccc(OC)c(OC)c4O)c3N)ccc2C1=O	2.8%	-0.2%	0.708µM*	-1.5	0.82µM*	1.6	-14.9%	-4.5	-72.0*	-1.0%
COc1ccccc1NS(=O)(=O)c1cc(C(=O)NCC2CCCO2)ccc1C (stereo not drawn)	3.0%	0.8%	3.2%	4.9	17.5%	0.4	-1.4%	4.7	-4.8	6.4%
O=C(C(Cc1ccccc1)N1C(=O)C2C3CCC(C3)C2C1=O)N1CCCCC1 (stereo not drawn)	1.8%	-4.1%	3.3%	1.9	5.1%	4.4	-1.0%	8.8	9.2	-7.3%
Cc1ccc(C(c2nnnn2CCC(C)C)N2CCN(C)CC2)cc1 (stereo not drawn)	-4.5%	0.8%	14.3%	22.5	-4.3%	0.2	-2.7%	4.3	18.6	1.9%
COc1ccc(C(=O)C(C)OC(=O)CCN2C(=O)C3CC=CCC3C2=O)cc1 (stereo not drawn)	9.5%	0.7%	27.0%	-19.6	1.2%	-5.1	2.2%	14.1	31.4	8.0%
Cc1nc([N+](=O)[O-])c(Br)n1CC(=O)c1cccc([N+](=O)[O-])c1	-24.3%	0.3%	4.8%	-8.1	16.9%	0.1	7.2%	-0.3	8.4	-4.7%
Fc1ccccc1-c1csc(-c2cccnc2)n1	-5.0%	-0.5%	13.9%	1.4	?	6.0	-6.7%	-0.4	-2.1	-3.1%
O=C(NNc1ccc([N+](=O)[O-])cc1)c1ccco1	0.3%	3.7%	8.2%	-3.6	1.6%	0.8	0.0%	17.5	1.9	-6.1%
Cc1cc(-c2nnc(SCC(=O)Nc3ccccn3)o2)no1	4.1%	0.6%	-0.6%	-2.0	?	2.0	2.1%	-8.6	1.9	-5.1%
N#C/C(=C(/O)c1ccc([N+](=O)[O-])o1)c1nc2ccccc2[nH]1	-1.6%	3.2%	-36.4%	3.4	?	0.4	-4.9%	8.4	-0.6	16.1%
CCOC(=O)N1C2=NC(C(=O)OC)=C(C(=O)OC)[C@@H]3Nc4ccccc4[C@]23C[C@H]1C(=O)OC	-18.4%	5.9%	-25.8%	3.6	-1.2%	1.1	-3.2%	-12.1	0.1	0.9%
CC(=O)N1CCc2cc(S(=O)(=O)N3c4ccccc4CC3C)ccc21 (stereo not drawn)	-1.1%	2.7%	-0.9%	14.4	-11.2%	3.4	-0.4%	0.2	-13.0	-7.4%
C/C=C/c1ccc(OCCCCN(C)Cc2ccccc2)c(OC)c1	-10.9%	2.3%	-5.7%	31.8	-26.3%	6.2	8.1%	-28.1	5.1	2.4%
CCOc1ccccc1C(=O)Nc1ccc(S(=O)(=O)Nc2nccc(C)n2)cc1	1.0%	3.3%	1.6%	4.5	22.5%	-2.7	11.1%	-26.8	15.2	-7.7%
COc1ccc(OCCCC(=O)Nc2ccc(N3CCCCC3)cc2)cc1	2.4%	-1.1%	-1.3%	2.8	7.6%	?	1.4%[46.1 µM]	-3.4	-2.2	0.8%
Cc1nnc(NC(=O)c2ccc(S(=O)(=O)N3CCOCC3)cc2)s1	0.7%	-0.2%	-5.4%	4.5	11.8%	0.7	6.5%	13.6	-6.7	1.1%
CC(C)CN(/C=N/c1sc2c(c1C#N)CCCCC2)CC(C)C	1.0%	1.3%	-2.4%	1.3	3.1%	9.7	3.2%	-6.5	-4.0	-31.0%
N#Cc1ccccc1S(=O)(=O)N1CCN(C(=O)CCc2ccccc2)CC1	-3.0%	-0.4%	3.5%	-15.9	15.9%	-0.9	-2.0%	-3.3	-12.6	2.6%
CCOC(=O)C1CCN(c2nc(-c3ccc(Br)cc3)nc3ccccc23)CC1	-0.6%	0.4%	13.9%	0.4	?	3.4	0.4%	-18.5	-17.2	-4.6%
CCc1ccc(NC(=O)c2ccc3c(c2)C(=O)N(CCOC)C3Nc2ccc(CC)cc2)cc1 (stereo not drawn)	0.5%	-0.3%	5.5%	-2.7	?	4.6	6.7%	3.7	-6.9	0.3%
COc1ccc([C@H]2CC(=O)C=C(c3ccc(-c4ccccc4)c(F)c3)C2)cc1	-2.3%	2.3%	4.1%	-4.2	?	1.6	-38.6%	-7.4	2.6	2.2%
O/N=C1/CCSc2ccccc21	-1.3%	4.2%	-0.2%	-33.4	-4.2%	-2.4	-0.3%	-13.2	9.4	-0.5%
NC(=O)c1nn2c(C(F)(F)F)cc(-c3ccccc3)nc2c1Br	8.4%	-3.5%	-0.5%	-3.9	-23.1%	1.7	-2.6%	27.5	-1.7	-1.9%
COc1ccc2[nH]cc(CCNC(=O)c3ccco3)c2c1	-17.7%	0.5%	14.7%	4.1	10.1%	-0.5	7.0%	4.8	8.3	15.1%
O=C(NC(=S)Nc1cccc(O)c1)c1ccco1	-5.0%	-0.3%	6.9%	-0.3	?	1.2	-29.6%	2.4	-10.6	3.6%
CCCCNc1oc(-c2cccs2)nc1S(=O)(=O)c1ccccc1	3.1%	-2.7%	.	-1.3	?	25.3	4.1%	-6.5	-7.1	2.4%
O=C(CSc1nnc(CNC(=O)c2cccc(C(F)(F)F)c2)o1)NC1CCCC1	-1.2%	-1.3%	-0.8%	3.4	-0.2%	0.0	8.6%	0.3	12.1	6.9%
O=C(Nc1c[nH]c(=O)[nH]c1=O)c1ccccc1Cl	0.7%	3.9%	15.0%	-12.1	-0.5%	3.6	.	-4.6	6.9	-1.8%
CC1(C)CC2CC(C)(CN2S(=O)(=O)c2ccc(C(=O)Nc3cc(S(=O)(=O)N4CCOCC4)ccc3Cl)cc2)C1 (stereo not drawn)	-6.2%	-2.8%	4.0%	-1.9	3.4%	?	1.3%	8.7	-0.2	-6.3%
O=C1CN(C(=O)CN2CCCC2)C(c2ccccc2)c2cc(Br)ccc2N1 (stereo not drawn)	-6.5%	-2.1%	-8.7%	21.2	7.1%	3.9	2.2%	-16.3	20.6	6.8%
CCCS(=O)(=O)N1CCCC(C(=O)NC2CCCC(C)C2C)C1 (stereo not drawn)	-5.9%	0.6%	6.2%	-8.0	?	6.9	-2.6%	7.0	3.0	-4.0%
COc1ccccc1NC(NC(=O)c1ccco1)C(=O)c1ccccc1 (stereo not drawn)	-1.2%	-3.6%	-9.6%	7.7	0.0%	24.6	14.7%	-14.3	.	1.0%
CCn1c(COc2ccccc2OC)nc2ccccc21	-8.3%	-0.7%	3.3%	2.2	?	3.6	-3.4%	19.6	-1.1	-18.0%
CCOC(=O)C1=C(N)N(c2ccccc2)C(=O)C1	1.4%	3.1%	2.2%	-18.5	-0.2%	-3.7	-0.6%	?	-3.1	7.1%
CC(C)OCCCNc1nc2c(c(=O)n(Cc3ccccc3F)c(=O)n2C)n1C	10.3%	-0.7%	9.3%	0.2	?	2.2	-2.8%	-12.8	-11.7	7.8%
O=C(CCCc1ccccc1)NCCS(=O)(=O)N1CCN(c2ccccc2F)CC1	14.2%	0.2%	2.9%	-16.1	?	19.2	5.1%	4.0	-15.7	11.8%
